Assay outcomes (PubChem)
Anthrax LF prot – blocks Bacillus anthracis lethal factor protease | multiplex microsphere protease cleavage assay, LF | inhibition, % at 10 µM | 0.12% of 360,000 active | AID 588501; also: plate controls were buffer without enzyme for full effect and enzyme alone for no effect
CCHFV vOTU inh – blocks the CCHF virus ovarian tumor domain protease; inhibition, % at 11.5 µM; CCHFV vOTU protease, Pep-AMC fluorescence; 0.55% of 370,000 active; in the data active = inhibition above about 30%; also: 0% = vehicle wells with enzyme and 100% = no enzyme wells
BoNT-F LC inh – blocks Botulinum neurotoxin F light chain protease. Multiplex microsphere protease cleavage assay, flow cytometry. inhibition, % at 10 µM. 0.22% of 360,000 active. AID 588497; in the data active = inhibition above about 35%, passing the limit was not always enough; inconclusive = no clear call, values can overlap the other calls; also: plate controls were buffer without enzyme for full effect and enzyme alone for no effect
BoNT A protease – BoNT A light chain protease inhibition. 0.17% of 360,000 active. inhibition, % at 10 µM. multiplex microsphere protease substrate cleavage, flow cytometry. AID 588499; also: plate controls were buffer without enzyme for full effect and enzyme alone for no effect
Y pestis TopoI – Y. pestis Topo-I inhibition via cleavage products | activity, % at 10 µM | Y. pestis Topo-I cleavage product accumulation, plate reader | 0.064% of 360,000 active; in the data active = activity above about 50%, passing the limit was not always enough; inconclusive = no clear call, values can overlap the other calls; also: inactives centre near 2
PfHsp40 rescue – compounds rescuing yeast from Plasmodium falciparum HSP40 toxicity. S. cerevisiae expressing PfHsp40, growth rescue, ATP luminescence. growth rescue, % at 12.5 µM. 0.68% of 340,000 active. AID 504582; in the data active = growth rescue above about 28%, passing the limit was not always enough; inconclusive = no clear call, values can overlap the other calls;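 also: yeast W303a lacking pdr1 and pdr3 grown in galactose medium; growth measured after three days at 30 °C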
FadD28 binding – inhibitors of Mycobacterium tuberculosis FadD28 bisubstrate binding; FadD28 bisubstrate probe binding, fluorescence polarization; inhibition, % at 12.5 µM; 0.22% of 360,000 active; AID 588549; in the data active = inhibition above about 8.5%, passing the limit was not always enough; inconclusive = no clear call, values can overlap the other calls
TcdB inh – blocks C. difficile toxin B glycohydrolase activity; P18177; TcdB glycohydrolase enzymatic assay, plate reader; inhibition, % at 9.99 µM; 0.24% of 350,000 active; in the data active = inhibition above about 10%
Target sequence (P18177 whole entry, looked up): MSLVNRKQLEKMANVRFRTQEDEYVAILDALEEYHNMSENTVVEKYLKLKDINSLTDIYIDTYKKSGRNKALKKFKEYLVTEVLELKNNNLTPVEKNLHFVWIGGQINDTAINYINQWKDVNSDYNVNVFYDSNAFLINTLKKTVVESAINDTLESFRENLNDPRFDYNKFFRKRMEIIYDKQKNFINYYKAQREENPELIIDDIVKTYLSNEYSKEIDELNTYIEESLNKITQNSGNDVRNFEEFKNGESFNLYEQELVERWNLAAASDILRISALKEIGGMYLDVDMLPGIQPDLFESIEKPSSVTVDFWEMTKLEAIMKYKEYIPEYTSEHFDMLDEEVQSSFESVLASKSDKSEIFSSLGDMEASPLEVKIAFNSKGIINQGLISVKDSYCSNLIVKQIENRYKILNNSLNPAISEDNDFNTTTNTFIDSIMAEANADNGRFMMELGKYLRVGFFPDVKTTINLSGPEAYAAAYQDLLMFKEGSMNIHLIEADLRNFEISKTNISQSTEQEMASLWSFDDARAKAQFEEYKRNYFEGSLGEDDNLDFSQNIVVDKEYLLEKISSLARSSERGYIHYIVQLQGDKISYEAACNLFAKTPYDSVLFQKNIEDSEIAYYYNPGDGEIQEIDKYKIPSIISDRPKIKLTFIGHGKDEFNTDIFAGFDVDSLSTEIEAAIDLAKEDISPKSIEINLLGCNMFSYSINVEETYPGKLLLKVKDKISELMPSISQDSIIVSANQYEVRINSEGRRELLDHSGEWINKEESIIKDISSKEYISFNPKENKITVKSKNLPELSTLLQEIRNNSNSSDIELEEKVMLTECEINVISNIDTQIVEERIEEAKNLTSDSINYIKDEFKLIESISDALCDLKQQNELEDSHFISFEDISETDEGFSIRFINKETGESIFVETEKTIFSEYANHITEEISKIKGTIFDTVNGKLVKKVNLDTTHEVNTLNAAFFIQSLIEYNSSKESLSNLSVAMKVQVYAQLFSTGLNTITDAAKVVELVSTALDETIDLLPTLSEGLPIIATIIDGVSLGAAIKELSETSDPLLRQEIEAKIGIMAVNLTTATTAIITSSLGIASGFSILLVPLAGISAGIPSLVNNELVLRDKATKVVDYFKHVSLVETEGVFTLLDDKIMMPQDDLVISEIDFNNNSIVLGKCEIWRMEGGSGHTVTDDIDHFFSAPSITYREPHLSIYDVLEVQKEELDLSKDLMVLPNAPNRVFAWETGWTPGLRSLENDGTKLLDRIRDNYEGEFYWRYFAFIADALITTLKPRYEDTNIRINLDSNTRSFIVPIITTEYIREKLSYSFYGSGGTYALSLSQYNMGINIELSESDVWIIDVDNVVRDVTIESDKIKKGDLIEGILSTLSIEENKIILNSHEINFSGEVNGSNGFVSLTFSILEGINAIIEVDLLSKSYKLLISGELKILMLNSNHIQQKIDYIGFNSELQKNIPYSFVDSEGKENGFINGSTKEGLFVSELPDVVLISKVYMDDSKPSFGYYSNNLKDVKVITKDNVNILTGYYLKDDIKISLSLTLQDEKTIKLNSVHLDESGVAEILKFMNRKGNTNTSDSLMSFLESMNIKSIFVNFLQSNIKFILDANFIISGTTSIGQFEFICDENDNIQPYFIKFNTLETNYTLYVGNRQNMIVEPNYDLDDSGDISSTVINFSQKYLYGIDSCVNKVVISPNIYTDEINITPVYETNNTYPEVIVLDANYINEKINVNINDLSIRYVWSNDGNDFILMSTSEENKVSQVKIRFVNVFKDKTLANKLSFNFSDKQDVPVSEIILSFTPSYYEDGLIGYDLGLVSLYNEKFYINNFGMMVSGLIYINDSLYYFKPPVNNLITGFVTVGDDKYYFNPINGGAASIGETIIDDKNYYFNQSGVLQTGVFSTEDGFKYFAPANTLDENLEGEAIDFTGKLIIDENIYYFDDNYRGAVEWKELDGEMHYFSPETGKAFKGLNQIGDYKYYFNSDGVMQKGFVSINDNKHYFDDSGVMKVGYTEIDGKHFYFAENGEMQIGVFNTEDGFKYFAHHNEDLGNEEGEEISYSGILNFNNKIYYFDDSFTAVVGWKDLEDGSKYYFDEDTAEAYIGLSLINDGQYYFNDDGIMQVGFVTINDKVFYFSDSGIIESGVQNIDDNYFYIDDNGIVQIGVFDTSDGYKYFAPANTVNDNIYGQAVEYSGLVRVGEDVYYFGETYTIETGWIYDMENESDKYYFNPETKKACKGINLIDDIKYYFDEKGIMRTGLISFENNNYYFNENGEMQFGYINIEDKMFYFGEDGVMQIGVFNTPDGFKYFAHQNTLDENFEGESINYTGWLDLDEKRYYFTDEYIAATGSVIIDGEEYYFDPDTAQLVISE
PrPC surface inh – reduces human prion protein on the cell surface. cell surface PrPC, TR-FRET read-out. inhibition, % at 13.8 µM. 0.43% of 370,000 active. AID 720596; in the data active = inhibition above about 24%; also: 0% = median of the test wells and 100% = reference compound wells
* = called active by the depositor; ? = inconclusive; . = not tested or not shown. Rule as the data show it, unless noted: active = inhibition above about 30%; inconclusive = no clear call, values can overlap the other calls; inactive = below that.

SMILES	Anthrax LF prot	CCHFV vOTU inh	BoNT-F LC inh	BoNT A protease	Y pestis TopoI	PfHsp40 rescue	FadD28 binding	TcdB inh	PrPC surface inh
O=C(O)c1ccc(/C=N/NC(=O)c2ccc(F)cc2)cc1	-4	3	7	0.4	1	-0.4	-0.8	0.2	8
CN(Cc1cccnc1)C(=O)CNC(=O)c1ccc(Cl)cc1Cl	1	-7	1	-0.4	3	-0.8	0.9	3.1	-5
COCc1cc(=O)[nH]c2cc(NC(=O)C3CC3)c(C)cc12	-13	0	-51	-2.4	-4	-0.2	-2.0	.	-4
COCCN1C(=O)c2oc3ccccc3c(=O)c2C1c1ccc(OC)c(OC)c1 (stereo not drawn)	-5	-1	-1	0.3	2	-1.8	0.3	0.5	6
COc1ccc2[nH]cc(C(O)CN3CCC(C(N)=O)CC3)c2c1 (stereo not drawn)	-5	5	5	0.3	5	0.1	-1.3	.	7
CC1(C(=O)NS(=O)(=O)c2cccc(Cl)c2)CCN1C(=O)CCc1cccs1 (stereo not drawn)	-9	-6	-2	-0.2	3	.	-3.8	1.3	0
Cc1nc(N)c(C#N)c(-c2ccccc2)c1C	-1	1	-4	0.1	3	0.7	-0.5	.	3
COC(=O)[C@@]12CCCCN1[C@H](c1ccc(-c3ccc(C(C)=O)cc3)cc1)[C@H]1C(=O)N(C)C(=O)[C@H]12	0	-6	-6	-0.8	7	0.2	-1.6	-0.7	-2
CCc1ccc(S(=O)(=O)c2ccc(-n3nc(C)cc3N)cc2)cc1	0	-4	-4	0.0	-5	0.6	-4.1	1.0	3
C=CCOc1c(CNn2nnnc2N)cccc1OC	4	2	-1	-0.3	4	0.5	-3.2	.	-1
O=C(COC(=O)/C=C/c1ccco1)Nc1cccc([N+](=O)[O-])c1	2	3	7	1.4	-3	-3.1	-0.8	0.4	-9
O=C(CCNC(=O)c1ccco1)NNC(=O)c1ccc(Br)cc1	0	-4	?	-7.8	-2	-1.1	-2.5	1.1	-2
COc1ccccc1NC(=O)CSc1ccc(-c2ccccn2)nn1	-1	27	-11	-0.2	12	-1.5	-0.3	3.6	9
CC(C)c1nnc(NC(=O)C2CC(=O)N(CCc3ccc(F)cc3)C2)s1 (stereo not drawn)	12	9	-11	-0.3	3	-1.3	0.3	0.2	-2
COc1ccc(C(=O)Nc2ccccc2C(=O)Nc2ccccn2)cc1	-5	-11	?	-0.1	10	0.8	-6.5	1.5	-10
CC(OC(=O)Cc1ccc(F)cc1)C(=O)N1CCc2ccccc21 (stereo not drawn)	4	4	12	0.6	-2	0.3	-1.3	0.5	2
O=C(NC1CCCC1)C1CC(=O)N(c2ccc(F)cc2)C1 (stereo not drawn)	-3	7	5	-0.5	7	1.2	-4.8	0.7	11
O=C1/C(=C/C=C/c2ccccc2)Oc2c1ccc(O)c2CN1CCN(CCO)CC1	0	10	4	1.4	20	3.3	-0.6	1.3	-6
Cc1ccccc1NC(=O)C1CCN(c2cc(-c3ccccc3)nc3ncnn23)CC1	-2	-10	1	0.4	20	1.0	-1.6	.	7
CC1CC(C)CN(c2ncnc3c2cnn3Cc2ccc(Cl)cc2)C1 (stereo not drawn)	-1	7	0	-0.4	33	1.9	-3.1	.	1
CC1CN(C(=O)COC(=O)/C=C/c2cccc([N+](=O)[O-])c2)CC(C)O1 (stereo not drawn)	-2	16	2	2.1	0	-0.8	-3.1	2.7	-10
O=C(NC1CC1)C1=C[C@H](c2ccc(C(F)(F)F)cc2)C[C@H](OCCCCO)O1	-2	-2	-9	0.2	-2	-0.8	-0.7	-0.2	-6
Cc1ccn2c(=O)nc(SCC(=O)N3CCCCC3)nc2c1	-3	5	7	1.8	7	-0.3	-2.2	2.9	4
O=C1c2cccc3c(O)ccc(c23)C(=O)N1Cc1ccco1	-8	10	-9	0.6	-1	-0.5	4.3	1.1	-11
CCC(=NC1CCN(Cc2ccccc2)CC1)c1c(O)[nH]c(=O)[nH]c1=O	-5	-6	5	-0.6	14	1.6	-4.5	.	2
CC(C)CC(C(=O)NC(=O)NCc1ccccc1)N1C(=O)c2ccccc2C1=O (stereo not drawn)	-5	.	4	-0.3	23	-0.4	-0.1	.	.
O=C(COc1ccc(Cl)cc1)Nc1ncccn1	3	-20	0	-1.2	3	0.2	0.7	.	-5
CC1(/[N+]([O-])=C/c2cccc(Cl)c2)CCCCC1=O (stereo not drawn)	-9	-13	?	?	5	-1.3	-3.8	-0.2	2
CCNc1nc2c(c(=O)[nH]c(=O)n2C)n1CC(C)C	-5	-4	-5	-0.7	0	0.8	-1.5	1.6	4
C/C(=N\Nc1nccnc1Cl)c1c(F)c(F)c(F)c(F)c1F	-1	-4	-9	-1.0	12	59*	0.4	0.2	0
COC(=O)C1=CN(Cc2ccc(OC)c(OC)c2)C=C(C(=O)OC)C1c1cccc(F)c1	-10	-99	?	-0.6	18	0.9	-3.6	-6.7	8
CC(C)c1ccc(NC(=O)CSc2nnc(CN3CCOCC3)n2C)cc1	0	1	2	0.3	5	-0.9	-0.4	-0.2	-7
Cc1ccc(C)c(NC(=O)c2cc(S(=O)(=O)N3CCOCC3)cn2C)c1	1	8	4	0.0	-2	-1.6	-1.1	-9.4	15
Cc1ccc(-c2csc3nc4c5ccccc5c(NCCCN(C)C)nn4c(=O)c23)cc1	13	-75	-2	36*	-24	-1.0	-6.2	2.5	-16
COc1ccc(C(C#N)CC(=O)c2ccc(OCc3ccccc3)c(OC)c2)cc1OC (stereo not drawn)	1	14	-3	0.2	23	.	-2.6	0.5	0
CCN(CC)S(=O)(=O)c1ccc2c3c(cccc13)C(=O)S2	-2	4	5	0.7	17	-0.6	0.9	.	-23
O=C(NCc1cccnc1)c1cccc(S(=O)(=O)Nc2ccc(F)cc2)c1	-3	-8	-20	-5.2	0	.	0.2	1.9	2
CCn1nnc2c(=O)oc3ccccc3c21	17	-10	-3	-1.8	7	-0.2	-4.4	0.0	0
CCOc1ccccc1N1CCN(C(=O)c2ccccc2OCc2c(C)noc2C)CC1	-2	3	5	2.4	12	-1.1	-4.1	0.7	-1
CC(=O)Nc1ccc(/C=N/NC(=O)CCN2CCN(c3ccccc3)CC2)cc1	3	-9	1	-0.7	-5	0.9	0.2	1.5	-1
O=C(NC(c1ccc2ccccc2n1)c1cccs1)C1CCN(Cc2cccc(C(F)(F)F)c2)CC1 (stereo not drawn)	2	-2	-6	-1.8	16	.	-2.0	-0.9	-9
O=C(CSc1ccc(Cl)cc1)NCc1ccncc1	2	14	-8	-1.4	6	-0.2	-3.9	-0.2	5
O=C(Nc1ccc(C(O)c2ccccc2)cc1)[C@@H]1O[C@H](CO)[C@H](O)[C@H](O)[C@H]1O (stereo partly drawn)	5	26	-8	0.0	-3	.	-2.5	-3.5	3
CN(C)S(=O)(=O)c1ccc(Cl)c(NC(=O)COC(=O)CCC2CCCCC2)c1	-1	17	-9	-0.2	21	-0.1	-4.0	-3.5	3
O=S(=O)(c1cccc(-c2nnco2)c1)N1CCCC1	3	-3	12	0.7	8	-1.7	1.8	5.5	-5
COc1ccc(C2CC(c3cccc(OC)c3)=NN2c2ccc(S(N)(=O)=O)cc2)cc1 (stereo not drawn)	6	-166	-2	0.3	5	.	-2.2	1.3	-2
CCCc1nnc(NC(=O)CCC(=O)N2CCN(S(=O)(=O)c3ccc(C)cc3)CC2)s1	-6	5	-14	0.0	13	0.3	-2.5	0.5	-2
COc1ccc(NC(=O)CCNS(=O)(=O)c2ccc3c(c2)c(=O)n(C)c(=O)n3C)c(OC)c1	1	0	-11	0.6	-7	-0.2	-1.8	.	-5
CC1(CC(=O)NNC(=O)Nc2ccccc2)OCCCO1	-6	-14	1	-0.4	7	-1.1	-0.5	-1.4	3
COc1ccc(/C=C/C(=O)NCC(c2ccc(F)cc2)N2CCOCC2)cc1OC (stereo not drawn)	-1	-2	1	-0.3	1	-0.4	-2.4	1.5	5
O=C(Nc1ccc(F)c(S(=O)(=O)N2CCOCC2)c1)C1CCCCC1	-1	-6	-3	-1.9	-3	-1.8	-2.0	1.3	7
Cc1ccccc1Nc1nnc(C)c(=O)[nH]1	-2	-1	4	-0.2	-1	-1.6	-1.3	.	-8
Nc1n[nH]c(N)c1N=Nc1ccc(Cl)cc1Cl	-1	-1	-15	-1.1	-21	-0.6	-3.1	2.6	-3
O=C(N/N=C/c1ccco1)C(O)C(O)C(=O)N/N=C/c1ccco1 (stereo not drawn)	6	14	1	0.1	8	-1.7	0.1	-0.2	9
CN1C(=O)CC(C(=O)O)SC1=Nc1cc(Cl)c(O)c(Cl)c1 (stereo not drawn)	5	-2	9	2.6	1	-0.3	1.2	.	2
COc1ccc(CNC(=O)COC(=O)c2cc(S(=O)(=O)N3CCOCC3)ccc2O)cc1OC	1	-20	-4	-0.3	1	-0.7	-3.6	-0.3	1
CC1C=CC(C)C(C(=O)O)C1C(=O)O (stereo not drawn)	0	3	4	3.5	0	-0.8	-1.4	0.1	-2
Cc1nc2ccccc2c(=O)n1NC(=O)c1ccc(Cl)c(Cl)c1	5	24	24	-2.3	0	-0.5	0.7	0.3	10
CCCc1cc(C(N)=O)c(NC(=O)c2cc(C)on2)s1	-14	.	-2	?	-1	178*	-3.0	2.2	.
CC(C)(C)c1ccc(OCCNCc2ccccc2)cc1	-2	0	?	-0.6	19	0.8	-0.9	1.8	8
C=CCN1CC(O)=C(c2nc3ccccc3[nH]2)C1=N	1	-9	1	-0.4	-10	0.0	-0.7	1.3	-4
O=S(=O)(NCCc1csc(-c2ccc(C(F)(F)F)cc2)n1)c1ccc2c(c1)OCCO2	3	7	1	0.7	31	-0.2	-5.8	1.6	-2

Two neighbouring records already listed:
SMILES	Anthrax LF prot	CCHFV vOTU inh	BoNT-F LC inh	BoNT A protease	Y pestis TopoI	PfHsp40 rescue	FadD28 binding	TcdB inh	PrPC surface inh
C=CCN1CC(O)=C(c2nc3ccccc3[nH]2)C1=N	1	-9	1	-0.4	-10	0.0	-0.7	1.3	-4
O=S(=O)(NCCc1csc(-c2ccc(C(F)(F)F)cc2)n1)c1ccc2c(c1)OCCO2	3	7	1	0.7	31	-0.2	-5.8	1.6	-2

Gathered by group, the entries above containing fluorine
SMILES	Anthrax LF prot	CCHFV vOTU inh	BoNT-F LC inh	BoNT A protease	Y pestis TopoI	PfHsp40 rescue	FadD28 binding	TcdB inh	PrPC surface inh
O=C(O)c1ccc(/C=N/NC(=O)c2ccc(F)cc2)cc1	-4	3	7	0.4	1	-0.4	-0.8	0.2	8
CC(C)c1nnc(NC(=O)C2CC(=O)N(CCc3ccc(F)cc3)C2)s1 (stereo not drawn)	12	9	-11	-0.3	3	-1.3	0.3	0.2	-2
CC(OC(=O)Cc1ccc(F)cc1)C(=O)N1CCc2ccccc21 (stereo not drawn)	4	4	12	0.6	-2	0.3	-1.3	0.5	2
O=C(NC1CCCC1)C1CC(=O)N(c2ccc(F)cc2)C1 (stereo not drawn)	-3	7	5	-0.5	7	1.2	-4.8	0.7	11
O=C(NC1CC1)C1=C[C@H](c2ccc(C(F)(F)F)cc2)C[C@H](OCCCCO)O1	-2	-2	-9	0.2	-2	-0.8	-0.7	-0.2	-6
C/C(=N\Nc1nccnc1Cl)c1c(F)c(F)c(F)c(F)c1F	-1	-4	-9	-1.0	12	59*	0.4	0.2	0
COC(=O)C1=CN(Cc2ccc(OC)c(OC)c2)C=C(C(=O)OC)C1c1cccc(F)c1	-10	-99	?	-0.6	18	0.9	-3.6	-6.7	8
O=C(NCc1cccnc1)c1cccc(S(=O)(=O)Nc2ccc(F)cc2)c1	-3	-8	-20	-5.2	0	.	0.2	1.9	2
O=C(NC(c1ccc2ccccc2n1)c1cccs1)C1CCN(Cc2cccc(C(F)(F)F)c2)CC1 (stereo not drawn)	2	-2	-6	-1.8	16	.	-2.0	-0.9	-9
COc1ccc(/C=C/C(=O)NCC(c2ccc(F)cc2)N2CCOCC2)cc1OC (stereo not drawn)	-1	-2	1	-0.3	1	-0.4	-2.4	1.5	5
O=C(Nc1ccc(F)c(S(=O)(=O)N2CCOCC2)c1)C1CCCCC1	-1	-6	-3	-1.9	-3	-1.8	-2.0	1.3	7
O=S(=O)(NCCc1csc(-c2ccc(C(F)(F)F)cc2)n1)c1ccc2c(c1)OCCO2	3	7	1	0.7	31	-0.2	-5.8	1.6	-2
